CF NFkB block: inhibitors of PAF-induced NF-kB signaling, primary screen, cell-based, GFP fluorescence, uHTS | AID 588850, 2011 | inhibition, % at 5 µM | KKLEB NF-kB-GFP reporter, GFP fluorescence overnight | hit rate 0.86% among 360,000;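 active = at least 50% inhibition at 5 µM, scaled per plate between neutral and stimulator controls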;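 also: PAF is a Pseudomonas aeruginosa culture filtrate used as stimulus; plate controls were PAF-stimulated DMSO wells for no effect and unstimulated DMSO wells for full effect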
TRAIL sens C8: viability loss with TRAIL in NB7+C8 cells, primary screen, TRAIL sensitizer project, cell-based, ATPlite luminescence | inhibition (viability loss, TRAIL sensitization), % at 10 µM | hit rate 1% among 360,000;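 active = compounds causing at least 50% loss of cell viability in the single-dose screen, relative to plate controls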
NR5A2 inv ag: LRH-1 (NR5A2) inverse agonists, primary screen, cell-based, luminescence, HEK293T, StAR-luciferase reporter | Nuclear receptor subfamily 5 group A member 2 (Homo sapiens), O00482 | LRH-1 transfected, 24 h | inhibition, % at 3.6 µM | hit rate 0.13% among 360,000 | AID 602396, 2012;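 active = inhibition above the mean inhibition of all tested compounds plus 3 SD, cut at about 73% in these data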;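 also: 0% = DMSO wells and 100% = reporter-only cells lacking LRH-1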
COUP-TFII inh: NR2F2 transcriptional activity inhibitors, primary screen, cell-based, luciferase reporter, HEK293T, luminescence; COUP transcription factor 2 (Homo sapiens), P24468; HEK293T NGFI-A luciferase reporter; inhibition, % at 8.6 µM; hit rate 0.7% among 370,000;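 active = inhibition above a per-plate cutoff, mean inhibition of test wells between control levels plus 3 SD, cut at about 38% in these data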;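 also: cells cotransfected with COUP-TFII expression vector driving the NGFI-A reporter; 0% = median of COUP-TF2 test wells and 100% = reporter-only cells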
SRC1 inh: SRC1 coactivator transcriptional activity inhibitors, primary screen, cell-based, luminescence. AID 588354, 2011. hit rate 0.12% among 360,000. HEK293 GAL4-SRC1 luciferase reporter. inhibition, % at 3.6 µM. Nuclear receptor coactivator 1 (Homo sapiens), Q15788;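 active = inhibition above the campaign mean plus 3 SD, with each screening campaign given its own cutoff, cut at about 60% in these data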;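 also: 0% = DMSO treated cells and 100% = gossypol at 36 µM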
SRC3 inh: SRC3 coactivator transcriptional activity inhibitors, primary screen, cell-based, luminescence; HEK293 GAL4-SRC3 luciferase reporter; hit rate 0.17% among 360,000; AID 588352, 2011; Nuclear receptor coactivator 3 (Homo sapiens), Q9Y6Q9; inhibition, % at 3.6 µM;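 active = inhibition above a per-campaign cutoff, the mean of all compounds plus 3 SD, cut at about 60% in these data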;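 also: 0% = DMSO-treated cells and 100% = gossypol-treated cells at 36 µM; higher means less SRC3-driven luciferase light from the GAL4 reporter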
Target sequence (Q9Y6Q9 whole entry, looked up, the tested form may be a part): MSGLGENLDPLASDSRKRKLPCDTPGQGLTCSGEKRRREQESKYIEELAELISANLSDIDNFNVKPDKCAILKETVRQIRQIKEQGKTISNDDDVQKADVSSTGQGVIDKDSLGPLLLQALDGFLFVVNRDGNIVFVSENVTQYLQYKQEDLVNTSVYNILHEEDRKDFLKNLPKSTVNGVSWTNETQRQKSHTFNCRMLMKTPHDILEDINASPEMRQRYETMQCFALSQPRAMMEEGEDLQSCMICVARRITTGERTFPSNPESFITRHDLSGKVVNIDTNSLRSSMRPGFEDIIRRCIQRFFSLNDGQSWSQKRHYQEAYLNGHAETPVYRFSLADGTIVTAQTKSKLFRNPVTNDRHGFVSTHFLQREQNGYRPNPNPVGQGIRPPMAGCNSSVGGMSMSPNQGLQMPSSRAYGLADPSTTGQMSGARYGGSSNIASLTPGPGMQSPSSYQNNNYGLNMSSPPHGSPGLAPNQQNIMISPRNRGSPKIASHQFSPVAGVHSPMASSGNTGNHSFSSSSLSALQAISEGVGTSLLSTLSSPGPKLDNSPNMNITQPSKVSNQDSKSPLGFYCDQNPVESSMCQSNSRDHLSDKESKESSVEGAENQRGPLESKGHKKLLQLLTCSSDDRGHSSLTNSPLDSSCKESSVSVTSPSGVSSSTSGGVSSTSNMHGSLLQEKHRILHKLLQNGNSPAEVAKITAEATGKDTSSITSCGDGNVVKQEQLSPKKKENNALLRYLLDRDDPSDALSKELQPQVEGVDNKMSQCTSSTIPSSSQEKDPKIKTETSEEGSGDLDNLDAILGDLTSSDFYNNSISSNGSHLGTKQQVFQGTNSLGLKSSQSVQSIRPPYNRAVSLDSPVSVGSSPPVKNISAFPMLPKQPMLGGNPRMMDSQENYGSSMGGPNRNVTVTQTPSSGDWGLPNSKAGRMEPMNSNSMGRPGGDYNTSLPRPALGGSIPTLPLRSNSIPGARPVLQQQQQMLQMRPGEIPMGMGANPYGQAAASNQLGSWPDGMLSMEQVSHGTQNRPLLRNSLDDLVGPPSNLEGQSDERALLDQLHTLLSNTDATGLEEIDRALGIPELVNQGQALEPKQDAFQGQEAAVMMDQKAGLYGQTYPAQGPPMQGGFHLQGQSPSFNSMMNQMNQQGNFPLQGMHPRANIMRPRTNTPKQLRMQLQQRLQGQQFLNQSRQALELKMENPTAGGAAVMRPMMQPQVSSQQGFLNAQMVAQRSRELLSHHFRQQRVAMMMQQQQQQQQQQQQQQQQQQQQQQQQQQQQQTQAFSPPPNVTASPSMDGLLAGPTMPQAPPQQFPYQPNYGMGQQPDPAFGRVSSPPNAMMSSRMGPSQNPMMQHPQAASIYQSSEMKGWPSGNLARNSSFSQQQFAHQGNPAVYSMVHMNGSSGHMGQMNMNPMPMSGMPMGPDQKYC
Shn3 3UTR inh: reduction of Shn3 3'UTR firefly luciferase signal, primary screen, Schnurri-3 inhibitor project, cell-based, Clone20 osteoblasts, set 2; inhibition, % at 12.5 µM; hit rate 0.52% among 360,000; AID 588674, 2011; Clone20 osteoblast Shn3 3'UTR firefly luciferase, 24 h;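 active = mean inhibition of at least 75% with every replicate also reaching 75%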;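 also: 0% = median of neutral control wells and 100% = pilot-screen positive control compound; some compounds past the cut are filed as inactive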
TROY NFkB inh: inhibitors of TROY-driven NF-kB signaling, primary screen, Q293 LMP1-TROYcd cells, NF-kB luciferase, uHTS. Q293 LMP1-TROYcd NF-kB luciferase reporter, 4 h. inhibition, % at 10 µM. hit rate 0.98% among 360,000;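 active = compounds whose plate-normalised and pattern-corrected inhibition of the luciferase reporter signal at the single screening dose is 50% or more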
LMP1 NFkB inh: EBV LMP1-driven NF-kappaB luciferase reporter inhibitors, primary screen, cell-based, luminescence, single point; LMP1-induced NF-kappaB luciferase reporter cells; inhibition, % at 12.5 µM; hit rate 0.69% among 350,000; in the data active = inhibition above about 41%;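 also: 0% = neutral control wells and 100% = reference inhibitor control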
TWEAK-Fn14 inh: inhibitors of TWEAK-Fn14 signaling, primary screen, luciferase reporter cells, uHTS. inhibition, % at 10 µM. TWEAK-stimulated Fn14 reporter cells, luciferase luminescence, 8 h. hit rate 2% among 360,000; in the data active = inhibition above about 50%
KKLEB cytotox: cytotoxicity in KKLEB CF airway cells, primary screen, cytotoxicity control for CF NF-kB inhibitor project, cell-based, uHTS, fluorescence assay plates; KKLEB CF airway cells viability, ATPlite luminescence, overnight; hits give low values; cells stimulated with P. aeruginosa culture filtrate; activity change (cytotoxicity), % at 5 µM; hit rate 0.36% among 360,000;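 active = corrected activity change at or below -50% at 5 µM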
Active calls of the source: *; . = no result given. A portion of the library. The share of hits here may be higher or lower than overall.

entry	canonical_smiles	CF NFkB block	TRAIL sens C8	NR5A2 inv ag	COUP-TFII inh	SRC1 inh	SRC3 inh	Shn3 3UTR inh	TROY NFkB inh	LMP1 NFkB inh	TWEAK-Fn14 inh	KKLEB cytotox
1	CC(C)NC(=O)CSc1nncn1-c1ccccc1	-5	8	4	-7	-26	15	7	-7	1	-12	3
2	C=CCNC(=O)CCc1nnc(C2(c3ccc(Cl)cc3)CCC2)o1	-12	-12	-72	-17	-100	-44	-76	-58	-33	-6	0
3	Cc1cc(C)cc(N=Cc2c(O)c3ccccc3oc2=O)c1	25	-4	3	13	-23	-3	20	-4	12	-12	-2
4	COc1ccccc1CNC(=O)c1cc(S(=O)(=O)N2CCCCC2)c[nH]1	-63	1	-13	-6	-19	-7	-6	5	1	-8	5
5	Cc1nc(C)c(C(=O)OCC(=O)NCCc2ccc(F)cc2)s1	-5	-4	-4	6	-18	6	-1	-13	-2	10	8
6	CS(=O)(=O)N1CCC(C(=O)Nc2ccccc2F)CC1	14	-17	-7	-18	-2	0	3	-8	1	12	4
7	CCC12C(=O)C(CC)(C(c3ccccc3)=C1c1ccccc1)[C@@H]1C(=O)N(c3ccc(C)cc3)C(=O)C12 (stereo partly specified)	10	0	1	-4	7	-4	21	-3	1	-5	0
8	Cc1ccc(CNC(=O)Nc2ccccc2)n1C	5	0	-22	-12	-51	-23	-8	-4	-11	6	-10

Shown in transposed form: entries from further up
(3) Cc1cc(C)cc(N=Cc2c(O)c3ccccc3oc2=O)c1
(4) COc1ccccc1CNC(=O)c1cc(S(=O)(=O)N2CCCCC2)c[nH]1
(5) Cc1nc(C)c(C(=O)OCC(=O)NCCc2ccc(F)cc2)s1
(6) CS(=O)(=O)N1CCC(C(=O)Nc2ccccc2F)CC1
(7) CCC12C(=O)C(CC)(C(c3ccccc3)=C1c1ccccc1)[C@@H]1C(=O)N(c3ccc(C)cc3)C(=O)C12 (stereo partly specified)
(8) Cc1ccc(CNC(=O)Nc2ccccc2)n1C
assay / compound | 3 | 4 | 5 | 6 | 7 | 8
CF NFkB block | 25 | -63 | -5 | 14 | 10 | 5
TRAIL sens C8 | -4 | 1 | -4 | -17 | 0 | 0
NR5A2 inv ag | 3 | -13 | -4 | -7 | 1 | -22
COUP-TFII inh | 13 | -6 | 6 | -18 | -4 | -12
SRC1 inh | -23 | -19 | -18 | -2 | 7 | -51
SRC3 inh | -3 | -7 | 6 | 0 | -4 | -23
Shn3 3UTR inh | 20 | -6 | -1 | 3 | 21 | -8
TROY NFkB inh | -4 | 5 | -13 | -8 | -3 | -4
LMP1 NFkB inh | 12 | 1 | -2 | 1 | 1 | -11
TWEAK-Fn14 inh | -12 | -8 | 10 | 12 | -5 | 6
KKLEB cytotox | -2 | 5 | 8 | 4 | 0 | -10

Other entries follow.
entry	canonical_smiles	CF NFkB block	TRAIL sens C8	NR5A2 inv ag	COUP-TFII inh	SRC1 inh	SRC3 inh	Shn3 3UTR inh	TROY NFkB inh	LMP1 NFkB inh	TWEAK-Fn14 inh	KKLEB cytotox
9	CCOc1ccc(C(C)=O)cc1CSc1nc2nc(C)cc(C)n2n1	12	-2	9	-5	3	10	-4	-4	10	-6	-6
10	COc1ccccc1N1CCN(CC(=O)Nc2c(C)n[nH]c2C)CC1	5	-4	9	-2	-32	17	-20	-10	-7	-10	-5
11	C=CCN(C(=O)CNC(=O)c1cccs1)C(C(=O)NC1CCCCC1)c1cccnc1 (stereo unspecified)	12	-8	14	-8	-26	16	-11	-3	-2	-6	-6
12	COc1cccc(CC(=O)OCC(=O)N(C)CC(=O)Nc2ccc(Cl)c(C(F)(F)F)c2)c1	20	-6	16	0	5	8	0	-5	-4	-5	-3
13	CCN(CC)C(=O)Cn1nc(-c2ccccc2O)nc1SCC(=O)Nc1ccc(OC)cc1	-8	10	10	-6	1	20	19	6	3	-7	17
14	O=C(CCc1nc2ccccc2c(=O)[nH]1)N1CCN(c2ccc(F)cc2)CC1	2	-2	2	-1	12	-6	1	2	0	19	3
15	CC(=O)c1cccc(N(CC(=O)NC2CCCC2)C(=O)c2csnn2)c1	11	-7	-3	-20	-13	0	-27	0	8	-3	3
16	Cc1cc(NC(=O)c2ccccc2)nc(C)n1	-6	3	-1	1	-70	6	-8	2	-5	1	-1

Next part:
entry	canonical_smiles	CF NFkB block	TRAIL sens C8	NR5A2 inv ag	COUP-TFII inh	SRC1 inh	SRC3 inh	Shn3 3UTR inh	TROY NFkB inh	LMP1 NFkB inh	TWEAK-Fn14 inh	KKLEB cytotox
17	COC(=O)c1c(NC(=O)C2C3CCC(C3)C2C(=O)O)sc2c1CCCCC2 (stereo unspecified)	0	0	-29	-5	-29	0	-8	-24	-6	-17	13
18	CC(=O)N/N=C(\C)c1cccc(C(F)(F)F)c1	7	-11	-12	-8	0	19	17	-11	-1	10	5
19	CC(C)OCCCNC(=O)CCC(=O)NNc1nc2ccccc2c2nc(-c3ccccc3)nn12	-23	16	3	17	-5	-23	-18	-5	0	-1	11
20	O=C(NCc1ccco1)c1c(F)c(F)c(F)c(C(=O)NCc2ccco2)c1F	2	-3	12	16	-7	18	7	7	-3	3	6
21	N#CCC(=O)Nc1ccc(C(=O)NCc2cccc(Cl)c2)cc1	-2	-7	1	0	-21	-7	-11	7	-8	-7	-5
22	COc1ccc(/C=C/c2c(-c3ccc(OC)cc3)oc3cccnc23)cc1	23	13	-15	0	-6	-1	1	-30	10	-2	-4
23	CC1CCN(C2=C(NS(=O)(=O)c3ccc(Cl)cc3)C(=O)c3ccccc3C2=O)CC1	-32	0	-29	-3	-10	-12	-13	-35	1	-7	17
24	Cc1ccnc(NC(=O)C2CCN(S(=O)(=O)c3cccc4nonc34)CC2)c1	7	22	-6	0	-20	8	1	4	4	13	5

Going on with the list:
entry	canonical_smiles	CF NFkB block	TRAIL sens C8	NR5A2 inv ag	COUP-TFII inh	SRC1 inh	SRC3 inh	Shn3 3UTR inh	TROY NFkB inh	LMP1 NFkB inh	TWEAK-Fn14 inh	KKLEB cytotox
25	CCNC(=O)c1c(NC(=O)c2cc(-c3cc(C)ccc3O)n[nH]2)sc2c1CCCC2	19	5	17	15	-18	-17	-12	16	11	-6	-33
26	O=C(NC(NC(=O)c1ccccc1)c1cccc([N+](=O)[O-])c1)c1ccccc1	-3	5	11	7	3	-1	-61	-5	6	-11	1
27	Cc1cc(C(=O)COC(=O)Cc2ccc(Br)cc2)c(C)n1C	-10	8	-28	12	7	-15	1	4	0	3	9
28	COCCCn1c(SCC(=O)N2CC(=O)Nc3ccccc32)nnc1-c1ccoc1C	2	1	4	3	5	7	0	3	-4	-2	-2
29	COC(=O)c1ccc(CSc2nnc3ccccn23)o1	-10	-4	-22	-4	-1	-19	8	5	2	0	10
30	Cc1c(Cl)cccc1NC(=O)CC1Oc2ccccc2NC1=O (stereo unspecified)	-3	13	1	15	-23	0	-4	-11	2	11	0
31	COc1cccc(-c2cc3nc(NCc4cccnc4)n(C)c(=O)c3s2)c1	0	16	-56	-21	-77	-91	-39	-14	.	-3	-4
32	CCCN(CC(=O)Nc1ccccc1OC)C(=O)CN1C(=O)NC(C)(C)C1=O	-31	-14	9	-21	-1	-4	-29	11	-11	1	13

(next part)
entry	canonical_smiles	CF NFkB block	TRAIL sens C8	NR5A2 inv ag	COUP-TFII inh	SRC1 inh	SRC3 inh	Shn3 3UTR inh	TROY NFkB inh	LMP1 NFkB inh	TWEAK-Fn14 inh	KKLEB cytotox
33	O=C(CCCN1C(=O)/C(=C\c2ccco2)SC1=S)Nc1ccc2ccccc2c1	-4	32	-4	-20	-50	-72	8	17	-1	59*	0
34	COc1ccc(-c2ccc(/C=C3/C(=N)N4C=CSC4=NC3=O)o2)c([N+](=O)[O-])c1	-12	4	16	18	-10	6	7	-25	7	13	6
35	CCOC(=O)C1CCCN(Cc2ccc(O)c(OC)c2)C1 (stereo unspecified)	9	2	1	-8	-5	6	-3	0	2	0	-21
36	O=C(NCCCc1ccccc1)c1cc([N+](=O)[O-])ccc1Cl	-28	1	50	-1	-4	14	-13	-13	-9	1	2
37	Nc1ncnc(Nc2ccccc2Oc2ccccc2)n1	11	13	-39	-14	2	-10	9	1	1	16	-8
38	CCCCN(C(=O)CC1CCCCC1)c1c(N)n(CCCC)c(=O)[nH]c1=O	-9	0	3	-10	-10	9	17	1	5	7	-4
39	Cc1ccccc1-n1c(=S)[nH]c2nc3c(cc2c1=O)CCCC3	2	1	9	5	1	7	11	9	6	8	8
40	O=S1(=O)[C@H]2C[C@@H]3C=C[C@@]2(CN1Cc1cccc(F)c1)O3	10	-8	2	2	4	3	4	-2	-1	-4	6

New compounds follow:
entry	canonical_smiles	CF NFkB block	TRAIL sens C8	NR5A2 inv ag	COUP-TFII inh	SRC1 inh	SRC3 inh	Shn3 3UTR inh	TROY NFkB inh	LMP1 NFkB inh	TWEAK-Fn14 inh	KKLEB cytotox
41	CCCCNC(=O)/C(C#N)=C/c1ccc(-c2ccc(S(=O)(=O)N3CCOCC3)cc2)o1	1	3	3	9	7	20	-1	-2	5	5	2
42	Clc1ccc(SCc2csc(N3CCOCC3)n2)cc1	-21	-9	-9	-18	-20	5	-33	-31	-14	-27	7
43	CN1CCO/C1=C(\C(Cl)=C(Cl)Cl)[N+](=O)[O-]	13	-6	-6	10	-7	6	10	-25	-11	5	12
44	CC1(c2ccc(OC(F)F)cc2)NC(=O)N(CC(=O)Nc2ccc(F)cc2)C1=O (stereo unspecified)	22	-18	16	4	11	14	8	1	2	7	-5
45	COc1ccccc1NC(=O)C(=O)c1cn(CC(=O)N2CCCC2)c2ccccc12	32	8	-13	-20	-47	-29	-62	-37	-4	-8	-16
46	CN(C)CCCNC(=O)c1cc(S(=O)(=O)N2CCOCC2)ccc1F	6	10	-7	-7	-2	3	3	8	5	3	2
47	CC(C)(C)NC(=S)Nc1ccc(Nc2ccccc2)cc1	-23	-8	-55	-34	-32	-8	16	-61	3	56*	14
48	CCN(CC(=O)Nc1ccccc1C(F)(F)F)C(=O)c1ccc2c(c1)NC(=O)C(C)S2 (stereo unspecified)	3	-19	0	11	-11	3	-6	-9	-1	-7	8
49	O=C(COC(=O)c1ccc(Cl)nc1)Nc1cccc(S(=O)(=O)N2CCCCC2)c1	5	-9	15	18	1	7	-5	24	-15	9	0
50	CCC1Oc2ccc(C)cc2N(CC(=O)NCc2cc(OC)ccc2OC)C1=O (stereo unspecified)	-22	-11	15	-10	-11	-53	6	10	4	-7	15
51	CCOC(=O)C1(C)CCCN(C(=O)c2c(F)cccc2F)C1 (stereo unspecified)	14	-18	3	-6	-1	1	-1	-13	.	-5	2

Compound activity (PubChem BioAssay)
